ERAP1 inh = blocks human ERAP1 aminopeptidase activity. inhibition, % at 10.7 µM. Q9NZ08. 0.15% of 340,000 active. AID 652197. recombinant ERAP1, Leu-AMC fluorescence, 60 min;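 active = mean replicate inhibition of at least 30%, or all replicates individually reaching that 30% level; inactive = mean below 30% and not every replicate reaching it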;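 also: 0% = neutral control wells and 100% = L-leucinethiol positive control wells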
Target sequence (Q9NZ08 whole entry, looked up): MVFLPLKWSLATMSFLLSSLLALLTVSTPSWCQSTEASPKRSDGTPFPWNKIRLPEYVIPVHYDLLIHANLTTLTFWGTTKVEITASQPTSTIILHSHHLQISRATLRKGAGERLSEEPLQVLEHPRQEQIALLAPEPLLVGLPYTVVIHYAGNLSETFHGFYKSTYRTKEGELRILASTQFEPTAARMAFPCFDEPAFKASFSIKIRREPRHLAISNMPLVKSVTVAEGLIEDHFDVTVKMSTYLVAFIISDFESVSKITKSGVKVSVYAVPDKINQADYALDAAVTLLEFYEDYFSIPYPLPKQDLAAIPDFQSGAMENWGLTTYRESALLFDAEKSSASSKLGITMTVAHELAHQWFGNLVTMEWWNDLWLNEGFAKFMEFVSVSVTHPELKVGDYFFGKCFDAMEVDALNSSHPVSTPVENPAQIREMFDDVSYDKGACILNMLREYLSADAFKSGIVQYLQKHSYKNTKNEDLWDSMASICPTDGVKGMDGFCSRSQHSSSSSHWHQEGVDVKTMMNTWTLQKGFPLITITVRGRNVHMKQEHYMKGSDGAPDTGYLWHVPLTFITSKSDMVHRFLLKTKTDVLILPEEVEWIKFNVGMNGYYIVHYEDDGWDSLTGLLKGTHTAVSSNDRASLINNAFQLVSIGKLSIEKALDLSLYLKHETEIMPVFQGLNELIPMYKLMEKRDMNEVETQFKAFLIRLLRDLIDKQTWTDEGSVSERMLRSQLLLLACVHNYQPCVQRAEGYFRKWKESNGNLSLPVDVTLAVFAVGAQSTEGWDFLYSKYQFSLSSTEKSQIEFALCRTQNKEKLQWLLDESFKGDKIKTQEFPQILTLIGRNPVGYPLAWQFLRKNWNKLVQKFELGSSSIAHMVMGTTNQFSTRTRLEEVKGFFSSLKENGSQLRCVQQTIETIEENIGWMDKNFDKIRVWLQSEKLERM
ERp5 inh = blocks human ERp5 reductase activity on insulin; 0.05% of 350,000 active; inhibition, % at 9.99 µM; ERp5 insulin aggregation, absorbance 650 nm, 90 min; Q15084; AID 651711;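 active = mean replicate inhibition above about 25%, with every replicate also reaching it, limit read from the data, passing the limit was not always enough; inconclusive = only one of those two criteria met; inactive = neither criterion met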
CASP6 VEID inh = inhibitors of human caspase-6 | inhibition, % at 12.5 µM | purified caspase-6, Z-VEID-R110 cleavage fluorescence | AID 686996 | 0.53% of 350,000 active;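 active = mean inhibition across replicates at least about 35%, with every replicate also reaching that limit, limit read from the data; inconclusive = only one of the two criteria met; inactive = neither criterion met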;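 also: 0% = median of neutral control wells and 100% = no fluorescence left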
miR122 inh = inhibitors of miR-122 in Huh7 cells; Huh7 miR-122 Renilla luciferase sensor, 48 h; neutral wells = 0, positive control = 100; activation (reporter increase), % at 12.5 µM; 0.3% of 340,000 active; AID 602342;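 active = mean replicate activation score at least 90 and every replicate individually at or above 90; inconclusive = only one of the two criteria met; inactive = neither criterion met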;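 also: higher luciferase means less miR-122 activity so hits act as miR-122 inhibitors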
CFTR F508del cor = correctors of CFTR F508del function in bronchial epithelial cells; CFBE cells, YFP halide quenching; stimulated with forskolin plus potentiator P3; % fluorescence drop versus neutral controls; activity (quench increase), % at 7.58 µM; 0.36% of 350,000 active; AID 720511;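 active = mean added fluorescence quench of at least 8% versus neutral control, with both replicates also reaching 8%; inconclusive = only one of the mean or replicate conditions met; inactive = mean below 8% and not both replicates reaching 8%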;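 also: cells transiently co-express mutant CFTR-F508del with the halide-sensitive YFP; corrector assay measuring rescue of mutant channel to the surface after 24 h compound exposure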
SIRT5 inh = blocks human SIRT5 desuccinylation of peptide; Q9NXA8; Purified SirT5, succinyl-peptide AMC, trypsin-coupled fluorescence; inhibition, % at 15 µM; 1.1% of 330,000 active; AID 652115; in the data active = inhibition above about 15%; inconclusive = no clear call, values can overlap the other calls
DENV2 CPE = inhibitors of DENV2 cytopathic effect; AID 651640; CPE inhibition, % at 9.99 µM; 1.7% of 350,000 active; DENV2-infected cells, cytopathic effect rescue, plate reader; in the data active = CPE inhibition above about 20%, passing the limit was not always enough; inconclusive = no clear call, values can overlap the other calls; tested in BHK-21 cells;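 also: 0% = median of neutral control wells and 100% = median of positive control wells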
Starred values were filed as active, the others as inactive; ? = inconclusive; / = no result given; & = joins results of further samples; [ ] = remark or other dose. Outcome played no part in choosing rows; any-hit rate near 4%.

SMILES	ERAP1 inh	ERp5 inh	CASP6 VEID inh	miR122 inh	CFTR F508del cor	SIRT5 inh	DENV2 CPE
C/C(=N\NC(=O)c1cccc([N+](=O)[O-])c1)c1cccc(NC(=O)C2CC2)c1	-2	-6	2	/	/	3	-2
O=C(Nc1ccccc1)c1ccccc1C(=O)N1CCCCC1	-1	-7	3	/	-0.9	-1	0
CN(C)[C@@H]1CCC[C@H]1OC(=O)C(c1ccccc1)c1ccccc1	12	-4	2	/	/	1	9
O=C(Nc1ccccc1O)/C(=C\c1ccccc1)NC(=O)c1ccccc1	-1	-1	0	/	-2.1	-2	19
CC(C)OCCCNC(=O)c1ccc2c(c1)ncn2C1CCCC1	-4	1	1	-4	-2.1	1	7
C/C=C/c1ccc2c(c1)O[C@H](CN(C)C(=O)CC)[C@@H](C)CN([C@@H](C)CO)S2(=O)=O	0	23	-1	6[16.7 µM]	1.9	-1	-5
CCOC(=O)C1=C(C)NC(=O)NC1c1ccc(C)o1 (stereo not given)	-3	8	8	-10	-2.8	-2	5
CCn1nc(C(=O)NNC(=O)c2ccccc2)c2ccccc2c1=O	1	0	3	9	2.9	0	-3
C=CCc1ccccc1OCC(=O)NNC(=S)NCc1ccccc1	1	-5	0	/	3.9	-4	2
Cc1cc(C)n2c(SCC(=O)N(CC(C)C)c3c(N)n(CC(C)C)c(=O)[nH]c3=O)nnc2n1	5	-1	1	/	-1.8	-2	/
COc1ccc(CN(C)C[C@H]2Oc3ccc(NS(=O)(=O)c4ccccc4)cc3CC(=O)N([C@@H](C)CO)C[C@H]2C)cc1	-3	-3	/	4[16.7 µM]	0.8	0	0
COc1ccc(-c2nnc(SCC(=O)c3ccc(C)o3)o2)cc1	-7	-1	0	-5	-0.1	4	-7
Cc1ccc(S(=O)(=O)N(C)C[C@@H]2Oc3cc(Br)ccc3S(=O)(=O)N([C@H](C)CO)C[C@@H]2C)cc1	-1	0	1	-3[16.7 µM]	0.9	2	?
COc1ccccc1N(C(=O)NCc1ccccc1)C1=NCC(C)S1 (stereo not given)	6	-8	1	-1	1.6	-8	0
Nc1nonc1-n1nnc(C(=O)N/N=C/c2ccc(F)cc2)c1-c1cccs1	0	2	-3	-1	1.6	-1	1
CSc1ncc(C(=O)Nc2ccc(C(C)=O)cc2)c(C)n1	-1	0	-2	-1	2.0	0	9
CCCC(=O)Nc1ccc2c(c1)C(=O)N(C)C[C@@H](OC)[C@H](C)CN(C(=O)c1cnccn1)[C@@H](C)CO2	1	-2	0	-3[16.7 µM]	2.5	0	0
O=C(COC(=O)CCC(=O)c1ccc(F)cc1)NCc1ccc(Cl)cc1	-1	1	0	-3	2.3	-1	2
Cc1noc(C)c1NC(=O)Nc1ccc2c(c1)CC(=O)N([C@H](C)CO)C[C@H](C)[C@@H](CN(C)Cc1ccc(Oc3ccccc3)cc1)O2	/	/	/	1[16.7 µM]	1.2	/	-4
Cc1nn(C(C)C(=O)NCCCN2CCCC2)c(=O)c2nn(-c3ccccc3)c(C)c12 (stereo not given)	-3	4	-44	-4	2.1	-2	-2

Record cards, as listed above. Order of screens: ERAP1 inh	ERp5 inh	CASP6 VEID inh	miR122 inh	CFTR F508del cor	SIRT5 inh	DENV2 CPE
CCCC(=O)Nc1ccc2c(c1)C(=O)N(C)C[C@@H](OC)[C@H](C)CN(C(=O)c1cnccn1)[C@@H](C)CO2 as listed: 1	-2	0	-3[16.7 µM]	2.5	0	0
CSc1ncc(C(=O)Nc2ccc(C(C)=O)cc2)c(C)n1 as listed: -1	0	-2	-1	2.0	0	9

Next section
SMILES	ERAP1 inh	ERp5 inh	CASP6 VEID inh	miR122 inh	CFTR F508del cor	SIRT5 inh	DENV2 CPE
COc1cccc(S(=O)(=O)Nc2ccc3c(c2)C(=O)N(C)[C@@H]2CC[C@@H](CC(=O)NCC4CCCCC4)O[C@@H]2CO3)c1	-2	4	1	-16[16.7 µM]	-0.5	-2	?
C[C@@H]1CN([C@H](C)CO)C(=O)c2cc(C#C[C@@H](C)O)cnc2O[C@H]1CN(C)C(=O)Nc1ccc(C(F)(F)F)cc1	-3	-6	5	/	2.3	-3	1
Cc1cccc(C(=O)Nc2nnc(-c3cccnc3)o2)c1	-5	1	/	/	2.1	6	-2
CC(=O)NCCNc1nc2cc(-c3ccccc3C)sc2c(=O)n1C	1	4	-2	-2	0.8	/	12
CCN(CC(=O)Nc1c(F)cccc1F)C(=O)c1ccc(S(=O)(=O)N2CCCCCC2)cc1	1	-3	-3	2	0.0	-2	3
CCOC(=O)c1cnc2c(OC)cccc2c1N1CC(C)CC(C)C1 (stereo not given)	3	1	6	9	-3.6	3	-1
Cc1ccc(CNC(=O)CSc2nc(=O)n3ccc(C)cc3n2)cc1	1	5	3	-1	0.7	/	0
COc1ccc(S(=O)(=O)NCCCn2ccnc2)cc1Cl	2	4	-9	17	-1.1	3	-1
Cc1ccc(C(=O)N2CCN(c3ccc(N4CCOCC4)nn3)CC2)cc1	-10	-11	1	/	-0.9	-14	3
O=S(=O)(Nc1ccc(F)cc1)N1CCOCC1	3	7	0	-3	2.1	-2	1
CC(C)C(C(=O)NCC1CCCO1)N(C(=O)CNS(=O)(=O)c1ccccc1)c1ccc(F)cc1 (stereo not given)	10	4	/	-10	-3.0	0	-10
COc1ccc(S(=O)(=O)N2CCCC(C(=O)N3CCN(Cc4ccccc4)CC3)C2)cc1Cl (stereo not given)	-2	3	2	-2	-3.9	/	12
Cc1cc(C)cc(NC(=O)CCN2CCOCC2)c1	1	6	-2	-2	-1.3	10	3
COc1ccc(NC(=O)Nc2ccc3c(c2)CC(=O)N([C@H](C)CO)C[C@H](C)[C@@H](CN(C)Cc2ccncc2)O3)cc1	0	4	0	-3[16.7 µM]	-0.2	-5	10
Cn1c(SSc2ccc(-c3cccnc3)n2C)ccc1-c1cccnc1	4	-3	4	/	-1.3	9	2
CCc1nc2ccc(C(=O)N(C)CCCN(C)C)cn2c1N(C)CCCc1ccccc1	-2	-8	-48	2	-3.5	/	9
COc1cccc(CNC(=O)C[C@H]2C=C[C@H](NS(=O)(=O)c3ccccc3OC)[C@H](CO)O2)c1	-1	7	0	/	-1.1	0	-3
CCOC(=O)C1=C(c2ccc(O)cc2)NC(=O)NC1C (stereo not given)	/	-6	-2	-3	2.0	0	-4
CO/N=C1\CCn2c1c(C)c1ccccc12	-1	1	-1	-4	-2.3	2	1
O=C(NN(c1ccccc1)c1ccccc1)c1ccc([N+](=O)[O-])o1	1	8	1	0	3.1	-1	7
COc1ccc(OC)c(NC(=O)CCc2c[nH]c3ccccc23)c1	2	6	-4	/	-2.9	-3	-1
Cc1ccc(S(=O)(=O)NCc2cccnc2)cc1	3	3	-3	19	3.1	-4	4
CC(C)c1cn(CC[C@@H]2CC[C@H](NC(=O)C3CC3)[C@H](CO)O2)nn1	-2	2	2	/	-0.3	3	9
Cc1ccc(S(=O)(=O)Nc2ccc3c(c2)C(=O)N([C@H](C)CO)C[C@H](C)[C@H](CN(C)C(=O)Cc2ccccc2)OCCCC[C@@H](C)O3)cc1	3	-1	-5	3[16.7 µM]	0.0	4	3
Nc1c(C(=O)NC2CCCC2)c2nc3ccccc3nc2n1/N=C/c1cccnc1	/	-6	-2	-8	-0.5	-4	1
CCOC(=O)CN1C(=O)N(CC)C(C)=C(C(=O)OC)[C@@H]1c1ccccc1	-8	1	-3	7	2.0	/	-5
O=C(NC(c1ccc(Cl)cc1)c1ccsc1)C1CCN(Cc2ccc(Oc3ccccc3)cc2)CC1 (stereo not given)	-3	10	4	-9	1.6	/	-8
C/C(=N\Nc1nc(N2CCOCC2)nc(N2CCOCC2)n1)c1ccc([N+](=O)[O-])cc1	6	-1	5	/	-2.8	-1	/
O=C1Nc2ccc(S(=O)(=O)N3CCCCCC3)c3cccc1c23	1	9	2	/	-0.8	/	-3
Cc1ccc(S(=O)(=O)N[C@@H]2CC[C@H](CC(=O)N3CCc4ccccc4C3)O[C@@H]2CO)cc1	-1	-3	2	-4[16.7 µM]	-4.0	-2	-5

Just ERp5 inh (three entries from above):
| SMILES | ERp5 inh |
| --- | --- |
| Cc1nn(C(C)C(=O)NCCCN2CCCC2)c(=O)c2nn(-c3ccccc3)c(C)c12 (stereo not given) | 4 |
| COc1cccc(S(=O)(=O)Nc2ccc3c(c2)C(=O)N(C)[C@@H]2CC[C@@H](CC(=O)NCC4CCCCC4)O[C@@H]2CO3)c1 | 4 |
| C[C@@H]1CN([C@H](C)CO)C(=O)c2cc(C#C[C@@H](C)O)cnc2O[C@H]1CN(C)C(=O)Nc1ccc(C(F)(F)F)cc1 | -6 |

The listing continues:
SMILES	ERAP1 inh	ERp5 inh	CASP6 VEID inh	miR122 inh	CFTR F508del cor	SIRT5 inh	DENV2 CPE
O=C(C[C@@H]1C[C@@H]2c3cc(NC(=O)CC4CC4)ccc3O[C@@H]2[C@@H](CO)O1)NCc1ccc(Cl)cc1	1	-1	0	1[16.7 µM]	-9.9	-1	-5
COC(=O)c1ccc(/C=N/n2c(C)nc3ccccc3c2=O)cc1	1	1	-3	/	-1.1	-4	-7
O=C(c1cc(-c2ccc(Br)cc2)on1)N1CCCC1	0	4	-1	-1	1.6	2	0
Cc1ccc(-c2cnc3c(c2)C(=O)N([C@@H](C)CO)C[C@H](C)[C@H](CN(C)Cc2ccccc2F)O3)cc1	-3	-3	0	11[16.7 µM]	1.6	1	6
O=C(OCc1ccccc1)N1CCC2CC1c1c(Cl)cccc12 (stereo not given)	/	1	0	34	-6.1	/	3
OC[C@H]1[C@@H](c2ccc(C#CC3(O)CCCC3)cc2)[C@H]2CN(Cc3cncnc3)CCCCN21	-3	3	1	-2[16.7 µM]	-0.7	-5	6
COc1ccc(-c2c(C#N)c(N)nc(Sc3ccc(Cl)cc3)c2C#N)cc1	-2	8	-3	/	-4.9	0	2
CCn1nc(C)c(CN2CCc3c([nH]c4ccccc34)C2c2ccc(F)c(OC)c2)c1C (stereo not given)	-6	-1	5	/	1.0	0	-2
CCOC(=O)c1cn(-c2ccccc2)nc1-c1ccncc1	-1	1	-2	2	/	-7	/
CC1(c2nnc(-c3ccncc3)o2)CC(c2ccc([N+](=O)[O-])cc2)=NO1 (stereo not given)	-1	-1	-1	/	0.5	/	7
CC(=O)Nc1ccc(S(=O)(=O)NCC(=O)OCC(=O)NCc2ccc3c(c2)OCO3)cc1	3	1	1	/	2.6	/	-5
O=[N+]([O-])c1ccc(SCCc2ccncc2)cc1	3	4&0	2&3	1&-5	0.0&0.6	3&0	-2&0
O=C(C[C@H]1C[C@@H]2c3cc(NC(=O)Nc4ccc(C(F)(F)F)cc4)ccc3O[C@@H]2[C@@H](CO)O1)NCc1cc(F)ccc1F	-2	2	2	1[16.7 µM]	-0.8	5	-2
CC(=O)N1c2ccccc2CCc2ccc(N)cc21	1	3	-1	0	/	-7	-3
Cc1ccc(S(=O)(=O)N2CC(=O)Nc3ccccc32)cc1C	0	1	-2	-1	-2.4	-3	-1
CCNC(=O)[C@@H]1[C@@H](CO)[C@@H]2Cn3c(cccc3=O)[C@H]1N2C(=O)C1CCC1	-1	2	1	-1[16.7 µM]	-1.6	-5	-4
C[C@@H]1CN([C@@H](C)CO)C(=O)c2cccc(NC(=O)c3ccncc3)c2O[C@H]1CN(C)Cc1ccc(-c2ccccc2)cc1	8	3	4	6[16.7 µM]	1.0	2	2
CC(=O)c1ccc(Oc2nc3c(c(=O)n(C)c(=O)n3C)n2C)cc1	4	0	-4	3	0.4	-5	1
Cc1c(Cl)cccc1N1C(=O)CC(NNC(=O)c2cccnc2)C1=O (stereo not given)	-2	-2	8	0	/	2	7
C/C(=N/NC(=O)CSc1ccccn1)c1ccc([N+](=O)[O-])cc1	-1	0	2	2	/	-4	-2
O=C(NC1CCC1)[C@H]1[C@H](CO)[C@H]2Cn3c(ccc(C4=CCCCC4)c3=O)[C@@H]1N2CC1CC1	4	3	-2	5[16.7 µM]	0.6	-13	-1
COc1ccc(N2C(=O)NC3CC2(C)Oc2ccccc23)cc1 (stereo not given)	/	7	0	-7	0.3	11	/
O=C(C[C@@H]1C=C[C@H](NS(=O)(=O)c2ccc(F)cc2)[C@H](CO)O1)NCCc1ccncc1	3	1	-1	/	0.1	5	14
